# Bioassay records deposited in PubChem BioAssay by National Center for Advancing Translational Sciences (NCATS).
# p53ts 39C tox: kills p53ts cells at the nonpermissive temperature; H1299-p53A138V viability at 39C, ATP luminescence, 24 h; Potency, µM (titrated, usually from 46.1 µM), for inactives: at the top dose activity change, negative = cell killing, actives largely listed as cytotoxic; 1.5% of 130,000 active; AID 902; also: nearly all actives have a fitted effect of over 55% in size
# IkB signaling: IkB pathway inhibition in ABC-DLBCL cells | Potency, µM (titrated, usually from 57.1 µM), for inactives: at the top dose IkBa stabilization activation | ABC-DLBCL IkBa-CBG/CBR dual luciferase ratio, 4 h; response scale: scaled: untreated 0%, proteasome inhibitor 100% | 0.04% of 110,000 active | AID 445; active = well fitted curve in the direction sought with a large enough effect in the signal ratio, not every such curve was filed as active; inconclusive = small, poorly fitted or top-dose-only effect, or a change in a side signal; the % refers to the signal ratio;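 also: the direction sought is a rising ratio; 0% = basal untreated cells and 100% = reference inhibitor full response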
#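 Luminescence ratio of IκBα-fused green versus native red beetle luciferase in OCI-Ly3 cells, 4 h post-doxycycline with compound; red signal alone, scaled from basal (0%) to zero light (-100%), flagged nonspecific or cytotoxic effects.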
# Peg3 imprint: induces erasure of genomic imprints in mouse ES cells | mouse ES Peg3-LacZ reporter, beta-gal luminescence, 40 h | Potency, µM (titrated, usually from 60.7 µM), for the others: at the highest dose activity change, positive = activation, most hits filed as activators | 0.02% of 110,000 active | AID 1948;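 also: 0% = negative control wells on the plate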
#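 Readout: BetaGlo luminescence (5 min, room temp) for LacZ from the normally silent maternal Peg3 allele in female Peg3LacZ-Neo ES cells. Cells 300/well, 40 h, 37C, 5% CO2. Data normalized per plate to negative controls.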
# p53ts 32C kill: cytotoxicity in p53ts cells at permissive temperature | Potency, µM (titrated, usually from 46.1 µM), without a hit: at the highest dose activity change, negative = cytotoxicity, hits mostly cytotoxic | H1299-p53A138V at 32C, ATP luminescence viability, 24 h | 0.93% of 130,000 active;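 also: 0% = DMSO and -100% = full killing by reference compound; nearly all actives have a fitted effect of over 55% in size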
#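 Cells: H1299 p53ts (A138V), 600/well, pre-incubated 16–30 h at 37C. Cpd up to 46 uM, 24 h, 32C. Readout: ATPlite luminescence, 20 min RT. Normalization: DMSO vs tamoxifen 100 uM. AC50 by Hill equation.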
# Numbers without * were called inactive; ? = inconclusive; / = no result given; & = joins results of further samples; [ ] = another dose, or the depositor's remark. Unless noted, calls follow the shape of the dose curve; as a rule, active = well fitted curve in the direction sought with a large enough effect; inconclusive = small, poorly fitted or top-dose-only effect, or another doubt; inactive = no such curve, though single readings can be large; an effect the other way counts as inactive or inconclusive. Unless noted, % is scaled to controls: 0 for no effect and ±100 for the full control effect; potency is read from the fitted curve at half-maximal effect. No enrichment for hits; overall some 1.8% were active at least once.
Molecule	p53ts 39C tox	IkB signaling	Peg3 imprint	p53ts 32C kill
CCn1c(SCC(=O)Nc2nc3c(s2)CCCC3)nc2c1c(=O)n(C)c(=O)n2C	2%	0.6%	-12%	6%
CC1(C)CC(=O)C(C(c2ccncc2)C2C(=O)CC(C)(C)CC2=O)C(=O)C1	-2%	3.0%	-5%	6%
O=C(NCc1ccco1)C1CCCN(S(=O)(=O)c2cccc3cccnc23)C1 (stereo not drawn)	4%	1.6%	26%	-6%
C=CCn1c(SCc2ccc3nonc3c2)nnc1-c1cccs1	-21%	-1.2%	-1%	-9%
CCOc1ccc(N2C(=O)CC(N3CCN(c4ccccc4F)CC3)C2=O)cc1 (stereo not drawn)	3%	-3.3%	1%	0%
COc1ccc(N2CCN(C(=O)Cn3nc(Cc4cccnc4)c4ccccc4c3=O)CC2)cc1	-6%	0.0%	-16%[10.9 µM]	-3%
Cc1c(N2C(=O)/C(=C\c3ccc(N(C)C)cc3)N(C)C2=S)c(=O)n(-c2ccccc2)n1C	-23%	/	/	?
CCCCOC(=O)c1ccc(NC(=O)c2cc(=O)c3ccccc3o2)cc1	-28%	?	-10%[10.9 µM]	4%
COC(=O)CSc1nc2c(c(C3CC=CCC3)c1C#N)CCC2 (stereo not drawn)	2%	/	/	2%
Cc1ccc(Cl)cc1NC(=O)Cn1ncc2c(C)n(Cc3ccccc3F)c(C)c2c1=O	8%	?	-9%[10.9 µM]	4%
CC(C)n1c(=O)[nH]c2ccccc21	2%	-0.2%	0%	2%
CN(Cc1ccccc1)c1nc2c(c(=O)[nH]c(=O)n2C)n1Cc1ccccc1Cl	-1%	1.9%	-8%	6%
Cc1cc(C)cc(N2CCCC2=O)c1	7%	/	/	-9%
CC1CCCCN1C(=O)CSc1n[nH]c(-c2ccccc2Cl)n1 (stereo not drawn)	0%	-1.2%	12%[10.9 µM]	3%
COc1cc(C(=O)n2nc(-c3ccco3)nc2NCc2ccc(Cl)cc2)cc(OC)c1OC	-21%	-1.2%	-11%[10.9 µM]	-21%
CC(C)(C)c1nn(-c2ccccc2)c2[nH]c(=O)c(CNCc3ccco3)cc12	-4%	11%	-26%	28%
Cc1ccccc1N(CC(=O)Nc1ccc(F)cc1)S(C)(=O)=O	-4%	?	6%	3%
CCOC(=O)NCC(C#CCN(CC)CC)N(CC)CC (stereo not drawn)	8%	1.1%	21%	-2%
Cc1ccc(Nc2nc(N)nc(CSc3nncn3C)n2)cc1	13µM*	/	/	?
O=C(Nc1nnc(CC(=O)N2CCCC2)s1)c1cnccn1	8%	0.6%	-6%	11%
COc1ccc(CN2C(=O)C(NC(=O)c3ccccc3C)(C(F)(F)F)N=C2c2ccccc2)cc1 (stereo not drawn)	10%	?	-9%[10.9 µM]	-10%
Cc1cccc(N(C)C(=O)c2coc(=O)c3ccccc23)c1	1%	0.5%	0%	6%
CC(C)OCCCNS(=O)(=O)c1ccc2c(c1)OCCO2	4%	2.7%	-7%	4%
Cc1ccc(S(=O)(=O)C2(C(=O)Nc3ccc(C(C)C)cc3)CC2)cc1	-17%	6.1%	-7%[10.9 µM]	1%
CC(=O)OC1CC2C(C)(C)C(O)CC[C@@]2(C)C2CC[C@@]3(C)C(c4ccoc4)OC(=O)C4O[C@@]43[C@]12C (stereo partly drawn)	7%	/	-36%[inhibitor]	21%
O=C(c1cnc2n(c1=O)CCS2)N1CCCc2ccccc21	10%	/	/	2%
COc1cccc(C2C(C(=O)c3cc4cccc(OC)c4o3)=C(O)C(=O)N2c2cc(C)on2)c1OC (stereo not drawn)	8%	2.7%	-9%	4%
Cc1ccc(C)c(S(=O)(=O)NCc2ccc(C(=O)NCc3ccco3)cc2)c1	41%[activator]	/	/	1%
O=C(NC1CCCC1)c1c[nH]c2ccc(F)cc2c1=O	-4%	-0.4%	-18%	-3%
Cc1cccc(NC(=O)CN(C)S(=O)(=O)c2ccc3c(c2)c(=O)n(C)c(=O)n3C)c1	-13%	-0.1%	-5%[10.9 µM]	-4%
CC(C)(C)OC(=O)N1CCC(c2c(C(=O)N3CCN(c4ccccn4)CC3)cnn2-c2cccc(F)c2)CC1	-6%	?	-2%[10.9 µM]	4%
CC(C)C(=O)NCC(c1ccc2c(c1)OCO2)N1CCN(c2ccccc2)CC1 (stereo not drawn)	-16%	3.7%	2%[10.9 µM]	-4%

# Another view of some results above.
SMILES: Cc1cccc(NC(=O)CN(C)S(=O)(=O)c2ccc3c(c2)c(=O)n(C)c(=O)n3C)c1
  p53ts 39C tox: -13% | IkB signaling: -0.1% | Peg3 imprint: -5%[10.9 µM] | p53ts 32C kill: -4%

SMILES: CC(C)(C)OC(=O)N1CCC(c2c(C(=O)N3CCN(c4ccccn4)CC3)cnn2-c2cccc(F)c2)CC1
  p53ts 39C tox: -6% | IkB signaling: ? | Peg3 imprint: -2%[10.9 µM] | p53ts 32C kill: 4%

SMILES: CC(C)C(=O)NCC(c1ccc2c(c1)OCO2)N1CCN(c2ccccc2)CC1 (stereo not drawn)
  p53ts 39C tox: -16% | IkB signaling: 3.7% | Peg3 imprint: 2%[10.9 µM] | p53ts 32C kill: -4%

# (list continues)
Molecule	p53ts 39C tox	IkB signaling	Peg3 imprint	p53ts 32C kill
Cc1ccc(-n2nc(C)c3c(C(=O)O)cc(C)nc32)cc1	-1%	?	-13%[10.9 µM]	-4%
CC#CCOCC/C=C1/c2ccccc2C(OC)C1C (stereo not drawn)	-5%[9.22 µM]	/	/	4%[9.22 µM]
COc1cccc(OCCn2c(C)c(/C=N/n3cnnc3)c3ccccc32)c1	-12%	/	/	2%
CC(NC(=O)COc1cc(=O)n(C)c2ccccc12)c1ccc2c(c1)OCCO2 (stereo not drawn)	-11%	1.1%	-15%	2%
COc1ccccc1N1CCN(C2C(=O)c3ccccc3N2C(C)=O)CC1 (stereo not drawn)	-5%	-0.2%	-6%[10.9 µM]	14%
CCn1ncc(C2=NOC(C(=O)NCc3ccc(Cl)cc3)C2)c1C (stereo not drawn)	-12%	/	/	-3%
COCCC(=O)N(Cc1ccc2c(c1)OCO2)C(C(=O)NC1CCCCC1)c1ccncc1 (stereo not drawn)	-5%	1.2%	2%	1%
CCOC(=O)c1sc(NC(=O)CSc2nc3c(cc2C#N)CCCCCC3)c(C#N)c1C	-12%	1.0%	-6%	6%
O=C1Nc2c(c(=O)[nH]c(=O)n2-c2ccccc2)C1(Nc1ncccn1)C(F)(F)F (stereo not drawn)	4%	-0.8%	20%	8%
CCOC(=O)N1CCC(NC(=O)CSc2cc(=O)n(C)c3ccc(Cl)cc23)CC1	-1%	-0.8%	-1%	7%
Cc1cc(N2CCN(C(=O)c3ccco3)CC2)nc(-c2ccccc2)n1	-14%	?	-4%	-10%
Cc1cc(S(=O)(=O)NCc2cccnc2)ccc1-n1cnnn1	-7%	0.5%	-15%	-4%
CCOC(=O)Cc1c(C)nc2cc(C)nn2c1C	2%	/	/	-4%
C=CCOC(=O)C1C(=O)CC(C)(O)C(C(=O)OCC=C)C1c1ccc(OC)cc1 (stereo not drawn)	12%	0.0%	8%	?
CC1CCN(C(=O)Cn2cc(SCC(=O)Nc3ccccc3C(F)(F)F)c3ccccc32)CC1	-5%	?	-25%[10.9 µM]	2%
Cc1cc(C)cc(NC(=O)CCn2cnc3ccccc3c2=O)c1	-10%	1.7%	11%[10.9 µM]	2%
Cc1ccc(-c2nc(C)c(CCNC(=O)C(=O)Nc3ccc(C)c(Cl)c3)s2)cc1	?	0.7%	13%[10.9 µM]	-6%
O=C(c1ccncc1)N1C2C=CC(C2)C1(C(F)(F)F)C(F)(F)F (stereo not drawn)	8%	1.1%	-17%	7%
COc1ccc(-c2nc(C)c(CCNC(=O)c3ccccc3Br)s2)cc1OC	-26%	0.7%	-13%[10.9 µM]	-3%
CCCCS(=O)(=O)Nc1ccc(C(=O)NCC2CCCO2)cc1 (stereo not drawn)	2%	-0.8%	23%	-2%
Cc1onc(-c2ccccc2Cl)c1C(=O)NCc1cccnc1	2%	/	/	5%
O=C(NCc1cccc(Br)c1)c1ccc(NC(=O)N2CCCCc3ccccc32)cc1	-21%	-2.5%	-12%[10.9 µM]	13%
COc1ccccc1C1C(C(N)=O)=C(C)Nc2nc(-c3ccc(Cl)cc3)nn21 (stereo not drawn)	-10%	9.7%	-5%	6%
COc1ccc(C(=O)N2CCC3(CC2)CN(CC(C)C)C3)cc1	-3%	-1.6%[11.4 µM]	/	-3%
Cc1cc(N(CN2CCCC2=O)C(=O)c2ccc(F)cc2)no1	-2%	-0.3%	1%	-18%
O=c1c(NCc2cccs2)nccn1-c1ccc(F)cc1	2%	?	-6%[10.9 µM]	4%
O=C(Cc1ccccc1)Nc1sc2c(c1C(=O)Nc1ccc(Cl)cc1)CCCC2	-10%	?	-9%[10.9 µM]	9%
C1CCN(c2nc3nonc3nc2N2CCCCC2)CC1	6%	1.4%	-9%	-1%
CCOC(=O)NC(=O)COC(=O)Cc1cc(OC)c(OC)c(OC)c1	-8%	0.4%	8%	5%
COc1ccc(CNC(=O)CN2C(=O)COc3ccc(S(=O)(=O)Nc4ccccc4)cc32)cc1	3%	?	-1%[10.9 µM]	-9%
Cc1c(-c2ccco2)[n+](=O)c2c(n1[O-])CCCCC2	4%	4.6%	-4%	-3%
CCCc1ccc(-c2ccc(C(=O)Oc3ccc(OCC)cc3)cc2)nc1	5%	?	-34%[inhibitor][10.9 µM]	3%
COc1ccccc1N1CCN(c2ccc(NC(=O)c3ccc(C)cc3)cc2C(=O)O)CC1	-5%	1.5%	-16%[10.9 µM]	9%
CCOc1ccc2nc(N3CCN(C(=O)c4ccc(S(=O)(=O)CC)cc4)CC3)sc2c1	-5%	?	15%[10.9 µM]	2%
CCOC(=O)c1ccc(NC(=O)Cn2c(=O)cc(C)c3c(C)nn(-c4cccc(F)c4)c32)cc1	-8%	-0.8%	-15%[10.9 µM]	3%
COC(=O)Nc1c(-c2ccccc2)nc2ccc(C)cn12	0%	?	-7%	1%
C=Cc1c(C)c2cc3[nH]c(cc4nc(cc5nc(cc1[nH]2)C(C)=C5CCC(=O)O)C(CCC(=O)O)=C4C)c(C)c3C=C	-7%&8%	-7.3%	-5%&-11%	-10%&-5%
CCCCn1c(CCC(=O)O)ccc1-c1cccs1	5%	1.7%	-9%	0%
O=C(C1CC1)N1CCc2cc(Br)cc(S(=O)(=O)NC3CCCCC3)c21	10%	?	-10%	7%
CO[C@H]1COC(=O)C/C=C\[C@H](C)[C@@H](OC)COC(=O)[C@H](C)COC(=O)C/C=C\[C@@H]1C	10%[9.22 µM]	/	/	-2%[9.22 µM]
O=C(Nc1ccccc1C(=O)OCc1cc(=O)n2ccsc2n1)c1ccccc1Cl	-14%	?	-9%[10.9 µM]	-1%
CCCN1CCN(CCCNC(=O)c2cc3c(s2)-c2c(C)cccc2OC3)CC1	10µM*	?	-18%[10.9 µM]	?
Cc1cc(C)cc(NC(c2nnc(-c3cccc(F)c3)o2)c2ccc(F)cc2Cl)c1 (stereo not drawn)	-16%	4.5%	4%[10.9 µM]	17%
CCC1CCc2c(sc3nc(SCC(=O)NCc4ccco4)n(-c4ccccc4)c(=O)c23)C1 (stereo not drawn)	11%	/	/	4%
Cc1occc1C(=O)n1cnc2ccccc21	-6%	12%	8%	3%
CCOc1ccc(-c2nnc(SCC(=O)c3ccccc3)n2-c2ccccc2)cc1	-5%	?	-13%[10.9 µM]	4%
Cc1ccccc1-c1noc(C(C)NC(=O)c2ccco2)n1 (stereo not drawn)	3%	0.0%	-5%[10.9 µM]	10%
CCCN(CCC)C(=O)Cn1c(=O)n(-c2cccc(OC)c2)c(=O)c2c(C)c(C(=O)N(C)C)sc21	-4%	-2.8%	4%[10.9 µM]	0%
O=S1(=O)CCN2C(c3ccco3)=CSC2=N1	-9%	-0.1%	-6%	0%
Cc1oc(-c2cccc(Cl)c2)nc1CN1CCCC(C(=O)NC(C)c2ccc3c(c2)OCCO3)C1 (stereo not drawn)	1%	?	-20%	48%[activator]
